SUMO Mot1 rescue = inhibitors of SUMOylation pathway: yeast Mot1-301 growth rescue | S. cerevisiae Mot1-301 growth rescue, ATP luminescence, 38.5C; percent above DMSO median, 100 means doubled | growth rescue, % at 18.8 µM | 1% of 320,000 active | AID 2716;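 active means every valid replicate shows activation above 250% relative to neutral control wells; inactive means the rest, any valid replicate at or below 250%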;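 further: OY570 slx delta 5 strain wells were the positive control but not used for scaling; some compounds called inactive have numbers as strong as hits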
PfHsp90 yeast 2 = inhibits growth of yeast expressing Plasmodium falciparum Hsp90; AID 504621; 0.32% of 310,000 active; inhibition, % at 9.4 µM; S. cerevisiae expressing PfHsp90, BacTiter-Glo ATP, 48 h; yeast lacking PDR1 and PDR3 efflux regulators;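 active means every replicate shows inhibition above about 80%, whatever the replicate mean, limit read from the data; inconclusive means mean inhibition reaches the set limit but some replicate falls short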;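 further: 0% = DMSO neutral controls and 100% = 20 µM radicicol positive controls; yeast relying on Plasmodium falciparum Hsp90 in place of its own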
OPRM1-OPRD1 inv = inverse agonist of human OPRM1-OPRD1 heterodimerization | P35372+P41143 | cell-based MOR-DOR heterodimer luminescence, inverse agonism | inhibition, % at 9.3 µM | 0.21% of 340,000 active | AID 504357; in the data active means inhibition above about 22%, passing the limit was not always enough;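 further: 0% = cells with DMSO and 100% = wells without cells with DMSO; values of inactives mirror those of a sister screen read the other way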
Target sequence (P35372 whole entry, looked up): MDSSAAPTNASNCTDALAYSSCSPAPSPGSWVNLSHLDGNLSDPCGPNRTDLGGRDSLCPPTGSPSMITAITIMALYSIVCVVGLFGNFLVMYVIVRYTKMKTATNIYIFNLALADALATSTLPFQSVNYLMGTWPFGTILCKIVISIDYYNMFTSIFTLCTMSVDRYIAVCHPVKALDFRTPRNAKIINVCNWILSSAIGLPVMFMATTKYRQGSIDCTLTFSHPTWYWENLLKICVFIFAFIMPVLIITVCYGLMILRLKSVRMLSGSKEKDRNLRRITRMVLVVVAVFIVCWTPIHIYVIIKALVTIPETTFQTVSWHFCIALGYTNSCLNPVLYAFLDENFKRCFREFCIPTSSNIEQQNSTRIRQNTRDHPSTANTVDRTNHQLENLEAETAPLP
Target sequence (P41143 whole entry, looked up): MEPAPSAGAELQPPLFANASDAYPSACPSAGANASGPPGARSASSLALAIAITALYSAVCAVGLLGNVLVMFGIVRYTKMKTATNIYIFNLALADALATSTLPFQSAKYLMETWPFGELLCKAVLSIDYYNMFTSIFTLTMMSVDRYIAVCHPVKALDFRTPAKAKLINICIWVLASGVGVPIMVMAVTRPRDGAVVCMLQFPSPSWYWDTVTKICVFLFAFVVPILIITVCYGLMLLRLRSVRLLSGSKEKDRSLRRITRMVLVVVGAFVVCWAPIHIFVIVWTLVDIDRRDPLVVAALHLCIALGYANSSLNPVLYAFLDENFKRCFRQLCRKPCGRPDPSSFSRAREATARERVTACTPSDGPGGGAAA
E coli growth = counter-screen for AddAB inhibitors: E. coli growth inhibition | 0.27% of 330,000 active | AID 449728 | inhibition, % at 11.9 µM | E. coli V3065 growth, OD600 absorbance, 18 h;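 active means inhibition above the campaign's mean inhibition across all tested compounds plus 3 SD, cut at about 9.9% in these data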;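 further: uninfected addAB+ strain grown without phage in ampicillin broth; 0% = DMSO wells and 100% = ciprofloxacin 0.95 µg/ml wells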
AddAB inh = less growth of phage-infected E. coli with AddAB | 0.29% of 330,000 active | inhibition, % at 11.9 µM | AID 435030 | E. coli expressing H. pylori AddAB, absorbance growth; in the data active means inhibition above about 12%;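 further: 0% = vehicle wells of infected cells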
PKA-R2B act = activators of human PKA-R2B complex. activation, % at 11.4 µM. PKA-R2B holoenzyme dissociation, Cy5-IP20 fluorescence polarization; R2B truncated from residue 108, S112A mutant; 0% DMSO only, 100% 113 µM cGMP. 0.079% of 340,000 active. AID 504700. P22694+P31323;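 active means activation above a cutoff set at the mean over all compounds plus 3 SD, cut at about 18% in these data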;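 further: higher means more holoenzyme dissociation and a rise in polarization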
Tat transport = E. coli Tat transport inhibition | E. coli MC4100 TorA-mCherry Tat export, fluorescence | inhibition, % at 10 µM | AID 488895 | 0.036% of 340,000 active;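 active means mean replicate inhibition at least 50% and at least half of replicates individually reaching 50%; inconclusive means only one of the two criteria met; inactive means neither criterion met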;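 further: exported cargo escapes ClpAP degradation while cytoplasmic cargo is degraded and loses fluorescence; 0% = median of neutral control wells and 100% = median of NaSCN control wells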
phage Ecoli inh = E. coli growth loss with phage present | growth absorbance | 0.26% of 360,000 active | inhibition, % at 11.9 µM | AID 651602; in the data active means inhibition above about 11%
HTR5A inv ag = HTR5A inverse agonism, opioid heterodimer counter-screen; P47898; HTR5A cell line, luminescence; inhibition, % at 9.3 µM; 0.083% of 340,000 active; AID 504634; in the data active means inhibition mostly above about 23%, no sharp cut-off; inactive means mostly below about 18%;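 further: 0% = cells with DMSO and 100% = no-cell wells with DMSO; some compounds called inactive have numbers as strong as hits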
MOR-DOR ag = OPRM1-OPRD1 heterodimerization agonism. P35372+P41143. cells, luminescence. activation, % at 9.3 µM. 0.3% of 340,000 active. AID 504326; in the data active means activation above about 18%;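 further: 0% = vehicle-treated cells and 100% = reference agonist; values of inactives mirror those of a sister screen read the other way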
PKA-R1A act = activates the PKA-R1A holoenzyme complex. PKA-R1A dissociation, Cy5-IP20 fluorescence polarization; scaled: DMSO 0%, 113 µM cGMP 100%. P00514+P68181. activation, % at 11.4 µM. 0.083% of 340,000 active. AID 504707;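 active means percent activation above the mean of all tested compounds plus 3 SD, cut at about 19% in these data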;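 further: higher means more PKAc released from R1A so a rise in polarization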
* = called active by the depositor; ? = inconclusive; . = not tested or not shown; + = active, no number.

SMILES	SUMO Mot1 rescue	PfHsp90 yeast 2	OPRM1-OPRD1 inv	E coli growth	AddAB inh	PKA-R2B act	Tat transport	phage Ecoli inh	HTR5A inv ag	MOR-DOR ag	PKA-R1A act
CCCCNC(=O)c1ccc(S(=O)(=O)c2ccc(Cl)cc2)c(NC(C)=O)c1	-8	.	-2	0.1	3.0	-1	18	3.2	-10	0.3	-7
Cc1nc(SCC(=O)NCc2ccco2)[nH]c(=O)c1C	214	14	15	-0.4	0.4	-1	15	4.2	-8	-2.6	1
COc1ccc(CNc2nc3nc(C)c(Cl)c(C)n3n2)cc1OC	-7	-18	3	-0.1	2.1	-6	-2	2.5	-4	-0.5	3
CC12CCC(C(=O)n3c1nc1ccccc13)C2(C)C (stereo not given)	-6	-5	1	-0.8	4.1	0	-23	-0.9	-12	-0.1	-11
CCCOC(=O)c1cc(-c2ccc(/C=C3/C(=O)N(C)C(=O)C(C#N)=C3C)o2)ccc1Cl	-3	13	8	-0.8	1.9	-7	-8	.	6	-1.5	9
CC1(OC(=O)C2CCCC2)C(=O)C=C2C=C(c3ccsc3)N(C3CC3)C=C2C1=O (stereo not given)	-10	3	-29	0.2	5.5	-7	-11	1.4	-2	5.5	-2
O=C(CS(=O)(=O)c1ccc(F)cc1)Nc1nnc(-c2ccccc2Cl)o1	5	.	11	0.2	5.7	-8	15	-0.2	-92	-1.7	1
O=C1/C(=C/c2ccccc2)CCCc2ccccc21	-10	.	-5	1.6	4.5	-4	2	0.5	-1	0.9	4
CCC(C)NC(=O)C1=C(C)C(=O)OC12CCC(C)CC2 (stereo not given)	317	0	9	-0.8	-0.2	-2	-6	-1.4	-11	-1.5	4
COc1cc(-c2noc(C)c2/C=C/c2cccc([N+](=O)[O-])c2)cc(OC)c1OC	-6	-4	12	-2.7	4.6	-3	7	1.6	-36	-2.2	-5
Cc1cc(C(=O)NNC(=O)C(C)(C)Oc2ccc(Cl)cc2)c(C)o1	-5	14	17	-0.7	2.2	-10	-1	1.2	-2	-4.3	-21
CCC1CO/C(=C(\C(Cl)=C(Cl)Cl)[N+](=O)[O-])N1 (stereo not given)	-3	-14	.	-1.6	0.5	.	-3	4.0	.	.	.
CC(=O)Oc1ccc(-c2nc3c(C)cccc3c(=O)o2)cc1	3	6	-10	0.5	2.3	3	-3	0.1	10	1.9	4
FC(F)(F)c1cccc(NC(=S)Nc2ccc(Cl)cc2Cl)c1	-13	7	-12	0.8	2.6	-1	-18	4.9	-17	2.0	-5
COc1ccc(C(=O)N2CCN(c3ccc(C)c(C)c3)CC2)cc1OC	-10	-42	11	0.0	2.7	5	5	2.4	-1	-2.1	-7

Entries listed so far that contain a halogen, in the order listed:
SMILES	SUMO Mot1 rescue	PfHsp90 yeast 2	OPRM1-OPRD1 inv	E coli growth	AddAB inh	PKA-R2B act	Tat transport	phage Ecoli inh	HTR5A inv ag	MOR-DOR ag	PKA-R1A act
CCCCNC(=O)c1ccc(S(=O)(=O)c2ccc(Cl)cc2)c(NC(C)=O)c1	-8	.	-2	0.1	3.0	-1	18	3.2	-10	0.3	-7
COc1ccc(CNc2nc3nc(C)c(Cl)c(C)n3n2)cc1OC	-7	-18	3	-0.1	2.1	-6	-2	2.5	-4	-0.5	3
CCCOC(=O)c1cc(-c2ccc(/C=C3/C(=O)N(C)C(=O)C(C#N)=C3C)o2)ccc1Cl	-3	13	8	-0.8	1.9	-7	-8	.	6	-1.5	9
O=C(CS(=O)(=O)c1ccc(F)cc1)Nc1nnc(-c2ccccc2Cl)o1	5	.	11	0.2	5.7	-8	15	-0.2	-92	-1.7	1
Cc1cc(C(=O)NNC(=O)C(C)(C)Oc2ccc(Cl)cc2)c(C)o1	-5	14	17	-0.7	2.2	-10	-1	1.2	-2	-4.3	-21
CCC1CO/C(=C(\C(Cl)=C(Cl)Cl)[N+](=O)[O-])N1 (stereo not given)	-3	-14	.	-1.6	0.5	.	-3	4.0	.	.	.
FC(F)(F)c1cccc(NC(=S)Nc2ccc(Cl)cc2Cl)c1	-13	7	-12	0.8	2.6	-1	-18	4.9	-17	2.0	-5

(listing goes on)
SMILES	SUMO Mot1 rescue	PfHsp90 yeast 2	OPRM1-OPRD1 inv	E coli growth	AddAB inh	PKA-R2B act	Tat transport	phage Ecoli inh	HTR5A inv ag	MOR-DOR ag	PKA-R1A act
CN1/C(=C/C(=O)COC(=O)C2COc3ccccc3O2)C(C)(C)c2ccccc21 (stereo not given)	.	-16	-12	.	.	2	3	-0.2	18	2.4	4
COc1ccccc1C(=O)NC(CCSC)C(=O)OC(C)C(=O)NC1CC1 (stereo not given)	.	.	13	0.2	-0.4	-10	8	0.4	-9	-2.5	-8
CCOC(=O)c1cccc(C(=O)Nc2nc3ccc(OC)cc3s2)n1	10	-15	4	0.2	0.7	15	4	0.7	-24	-0.9	11
NC(=O)c1ccsc1NC(=O)COC(=O)c1cc(=O)[nH]c2ccccc12	-9	.	-8	-1.9	-1.7	4	-5	1.0	-16	1.3	4
COc1ccccc1N1C(=O)S/C(=C\c2ccc(C)s2)C1=O	2	1	0	0.5	2.5	-6	4	-0.2	-14	0.1	0
Cc1ccc(-n2ncc3c(NCCCn4ccnc4)ncnc32)c(C)c1	-7	-16	6	-2.3	-0.4	-4	1	1.4	0	-1.1	-2
O=C(CCS(=O)(=O)c1ccc(F)cc1)Nc1nnc(-c2ccc(F)cc2)o1	-4	-3	12	-0.5	-0.7	19*	-5	2.5	14	-1.9	-7
CCn1ncc([N+](=O)[O-])c1C(=O)NC1CCCCC1	9	15	0	-0.8	5.0	2	-6	6.0	0	0.0	-15
COc1cccc(CNCCc2c[nH]c3ccccc23)c1OCc1ccc(F)cc1	0	-1	-79	-1.4	3.5	4	9	5.2	-14	13	-2
O=C(CN1C(=O)C(=O)N(C2CCCC2)C1=O)Nc1ccc(Cl)cc1C(F)(F)F	27	-17	-16	1.1	2.5	4	1	3.6	-3	4.0	-8
Cc1c(OC(C(=O)O)c2ccccc2)ccc2c(-c3ccccc3)cc(=O)oc12 (stereo not given)	9	16	-2	-0.4	-1.4	6	-4	-0.9	3	0.3	-5
CC(OC(=O)CCCC(=O)Nc1ccccc1)C(=O)c1ccccc1 (stereo not given)	-3	0	-7	1.4	0.9	-20	-4	1.4	1	0.9	-8
COc1cc(/C=C/[N+](=O)[O-])ccc1OC(=O)c1cc2ccccc2oc1=O	-48	106*	10	-0.6	3.4	0	-6	4.0	7	-1.9	3
Cc1ccc(S(=O)(=O)NC(C)(C)CN2CCNCC2)cc1	-5	-2	10	3.0	4.4	-4	2	-0.1	-1	-1.9	-7
O=C(N/N=C\CCc1ccccc1)c1ccco1	3	12	5	1.4	5.1	-12	-14	-0.1	8	-0.9	-1
O=C(CN1CCN(C(=O)c2c(F)cccc2F)CC1)Nc1ccccc1F	1	15	14	-0.7	2.2	2	-4	1.4	-1	-3.3	-2
CC1CCN(C(=O)CC(NC(=O)c2ccccc2Cl)c2ccccc2)CC1 (stereo not given)	19	16	1	1.3	0.4	-11	0	-0.6	-17	-0.2	-2
Cc1ccn(CCC(=O)NC2CCCc3c2cnn3-c2cccc(C)c2C)n1 (stereo not given)	-5	9	-1	-0.2	2.1	0	1	-9.1	21	0.2	3
COCc1cc(C)nc(SCC[N+](C)(C)CC(=O)Nc2cccc(C)c2)c1C#N	48	.	21	-1.1	-0.3	0	-5	4.0	3	-4.4	-5
CC(=O)c1ccc(CCCCc2ccc(C(C)=O)cc2)cc1	.	4	-7	.	.	-4	7	0.4	11	1.4	-11
CN(C(=O)c1ccco1)c1nc(-c2ccc(F)cc2)cs1	18	13	-10	0.3	1.5	-3	-4	0.6	12	1.9	-6
Cc1sc2nc(CN3CCOCC3)nc(Cl)c2c1C	0	-12	7	0.2	3.5	-10	0	1.5	6	-1.5	3
O=C(N/N=C\c1ccc[nH]1)C1COc2ccccc2O1 (stereo not given)	-3	31	9	-2.0	-3.0	7	4	1.1	-11	-1.8	10
Cc1cccc(CSc2nc3[nH]ncc3c(=O)[nH]2)c1	156	-5	-5	0.1	0.8	-11	3	3.3	-10	0.7	-4
COc1ccc(CCNC(=O)C2CC3Cn4c(nc5ccccc54)C3N2C)cc1 (stereo not given)	6	-2	17	0.5	1.2	4	-10	1.3	13	-3.1	4
CC1(C)CC(=O)c2cc3c(nc2C1)CC(C)(C)CC3=O	-17	.	1	-1.8	1.6	6	?	3.1	-26	-0.2	2
O=C(OCCN1CCOCC1)C(c1ccccc1)c1ccccc1	4	-20	20	-3.7	-0.5	-7	0	0.9	5	-3.5	-1
COc1cccc(C2CCCN2Cc2nc(CCC(C)C)no2)c1 (stereo not given)	1	-1	7	4.6	2.2	-2	1	2.0	15	-1.4	-8
Cc1ccc(N(CC(=O)NCCc2ccc(F)cc2)S(=O)(=O)c2ccc(Cl)c([N+](=O)[O-])c2)c(C)c1	.	-10	-53	0.4	-0.2	12	0	3.7	-4	10	-13
CN(C)/C=N/c1ncc(C(=O)c2ccc(Cl)cc2)s1	313	-9	11	2.9	1.8	-2	4	2.3	-4	-2.3	3
CCN(CCCNC(=O)c1ccc(N2CCCC2=O)cc1)c1cccc(C)c1	8	-7	-3	3.2	2.2	0	-6	3.4	-25	0.6	-6
CC(=O)C1=C(C)OC(N)=C(C#N)C1c1cccc2ccccc12 (stereo not given)	-9	-17	-13	-0.5	0.0	2	-2	2.2	16	2.5	-1
CCCCn1c2c(c(=O)n(C)c1=O)C(c1ccc(OC)cc1)N1CCCCCC1=N2 (stereo not given)	+	-21	4	-0.9	2.1	-3	-5	3.1	-5	-0.7	-8
CSC1=NC(=O)/C(=C\c2cccc3ccccc23)S1	.	-7	12	1.1	-0.4	-7	-2	5.4	11	-2.7	-1
N/C(=N\OC(=O)Cc1ccccc1[N+](=O)[O-])c1cccc(Br)c1	-13	5	-21	2.3	0.5	3	1	3.8	-28	4.0	-6
CCOC(=O)C(=O)N1CCN(c2nc(-c3ccc(Cl)cc3)cs2)CC1	16	-25	-1	-2.3	2.6	-9	24	-0.6	28	0.1	2
CC(C)Cc1cc(CNC(=O)C2CCC(=O)N(CCc3cccc(F)c3)C2)on1 (stereo not given)	7	6	10	0.7	-1.5	-6	-2	2.4	9	-1.8	-2
